Compound activity from PubChem BioAssay.
HEK293 tox = qHTS of GLP-1 Receptor Inverse Agonists: Cytotox Screen | HEK293 cAMP-luciferase reporter cells, luminescence, 24 h | Potency, µM (highest dose often 38.3 µM), without a hit: top-dose activity change, negative = inhibition, most hits filed as inhibitors | 410,000 compounds, 0.13% hits | AID 624418, 2012;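 note: loss of luciferase light is scored as toxicity; potency is the fitted concentration of half-maximal effect; % is set by controls: 0 for no effect and ±100 for the full control effect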
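Here, cytotoxicity is scored as loss of luminescence. The MLSMR collection was tested on cells seeded in medium containing 10% Nu serum, with a 24 hr compound exposure preceded by 12 hours of culture.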
GLP-1R agonist = qHTS of GLP-1 Receptor Agonists; HEK293 GLP-1R CRE-luciferase, luminescence, 4-6 h; cells express a hypersensitive GLP-1R form; Potency, µM (highest dose often 45.6 µM), inactives show top-dose activation, usual class: activators; 380,000 compounds, 0.007% hits; AID 624172, 2012; note: potency is the fitted concentration of half-maximal effect; % of control where 0% means no effect
D3 ag = qHTS of D3 Dopamine Receptor Agonist: qHTS. D3R DiscoveRx beta-arrestin cells, luminescence, 90 min. 410,000 compounds, 0.58% hits. D(3) dopamine receptor (Homo sapiens), P35462. AID 652048, 2013. max activation, %; in the data active = max activation above about 30%; note: 0% is about no effect; mostly tested at two doses, the higher about 12 µM
Target sequence (P35462 whole entry, looked up): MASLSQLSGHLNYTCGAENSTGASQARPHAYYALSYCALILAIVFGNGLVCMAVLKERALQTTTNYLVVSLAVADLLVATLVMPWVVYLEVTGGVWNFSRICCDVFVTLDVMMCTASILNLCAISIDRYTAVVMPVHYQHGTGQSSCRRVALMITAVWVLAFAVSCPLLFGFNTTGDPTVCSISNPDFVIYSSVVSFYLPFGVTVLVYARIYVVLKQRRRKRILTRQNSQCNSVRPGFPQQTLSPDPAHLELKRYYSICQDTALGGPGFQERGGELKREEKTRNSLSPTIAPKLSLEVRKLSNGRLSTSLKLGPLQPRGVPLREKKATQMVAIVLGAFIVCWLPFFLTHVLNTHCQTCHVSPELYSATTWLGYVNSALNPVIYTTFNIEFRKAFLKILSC
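Agonist mode: compounds and dopamine controls were applied to plated cells for 90 min at 37 degrees C after an overnight attachment at 1500 cells/well. Luminescent read-out followed 30 - 60 minutes at room temperature with DiscoveRx detection reagent.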
KB-V1 cytotox = qHTS assay for MDR1-selective chemotherapeutics: Primary screen using the drug-selected MDR subline cells KB-V1; KB-V1 MDR cells viability, CellTiter-Glo, 72 h; Potency, µM (titrated, usually from 46.1 µM), for the others: at the top dose activity change, negative = cytotoxicity, most hits filed as cytotoxic; 400,000 compounds, 3.4% hits; AID 1347076, 2019; note: potency is the fitted concentration of half-maximal effect; % is set by controls: 0 for no effect and ±100 for the full control effect; nearly all actives have a fitted effect of over 60% in size
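Following 72 h at 37 degrees C with compound, KB-V1 cell viability was read by CellTiter-Glo luminescence, medium being phenol-red-free DMEM plus 10% FBS; concentration-response parameters came from normalized, curve-fitted qHTS data.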
TDP-43 yeast inh = qHTS of TDP-43 Inhibitors; TDP-43 expressing yeast growth rescue, BacTiter-Glo, 24 h; Potency, µM (titrated, usually from 46.1 µM), for the others: at the highest dose growth rescue (activation), usual class: activators; 410,000 compounds, 1.8% hits; note: potency is the fitted concentration of half-maximal effect; % of control where 0% means no effect; nearly all actives have a fitted effect of over 50% in size
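Galactose-induced TDP-43 yeast, OD600=0.02, compound pinned; 24 hr, 30 deg C; BacTiter-Glo luminescence for growth. Inhibitors of TDP-43 toxicity read as activators.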
aSyn yeast inh = qHTS of alpha-syn Inhibitors | Yeast expressing alpha-synuclein, growth rescue, BacTiter-Glo, 24 h | 370,000 compounds, 0.14% hits | Potency, µM (top dose mostly 46.1 µM), for inactives: top-dose growth rescue (activation), hits mostly activators; note: potency is the fitted concentration of half-maximal effect; % of control where 0% means no effect; nearly all actives have a fitted effect of over 65% in size
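Rescue of yeast growth: cells expressing toxic alpha-synuclein, induced in galactose at OD600 0.02, incubated with compound 24 h at 30 C. ATP luminescence quantified growth; inhibitors of toxicity appear as activators.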
PTHR1 ag = qHTS for PTHR1 Agonists: Primary Screen. Potency, µM (titrated, usually from 115 µM), for inactives: at the top dose activation, hits mostly activators. AID 743266, 2014. 410,000 compounds, 0.075% hits. Parathyroid hormone/parathyroid hormone-related peptide receptor (Homo sapiens), Q03431. HEK293 GP2 PTHR1 cells, GloSensor cAMP luminescence, 1 h; note: potency is the fitted concentration of half-maximal effect; nearly all actives have a fitted effect of over 55% in size; some results filed as inactive show a strong effect at the top dose; inactives centre near -15; many of its hits are not listed in these tables
Target sequence (Q03431 whole entry, looked up): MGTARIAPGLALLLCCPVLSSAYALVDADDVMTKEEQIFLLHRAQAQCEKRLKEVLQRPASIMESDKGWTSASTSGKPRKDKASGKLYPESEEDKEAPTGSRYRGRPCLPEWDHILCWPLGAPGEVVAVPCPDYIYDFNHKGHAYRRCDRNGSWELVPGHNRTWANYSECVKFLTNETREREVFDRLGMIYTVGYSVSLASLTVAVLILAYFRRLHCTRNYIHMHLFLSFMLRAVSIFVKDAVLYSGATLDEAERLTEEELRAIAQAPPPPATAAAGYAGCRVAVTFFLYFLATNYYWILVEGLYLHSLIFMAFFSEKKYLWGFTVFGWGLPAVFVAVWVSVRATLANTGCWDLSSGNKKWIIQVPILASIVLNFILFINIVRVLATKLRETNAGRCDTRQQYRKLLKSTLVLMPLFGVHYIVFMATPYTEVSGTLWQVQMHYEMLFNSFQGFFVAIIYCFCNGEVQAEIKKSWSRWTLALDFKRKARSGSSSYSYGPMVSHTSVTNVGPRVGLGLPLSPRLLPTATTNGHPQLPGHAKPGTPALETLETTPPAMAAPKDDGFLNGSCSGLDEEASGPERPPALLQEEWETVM
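HEK-293-derived GP2 cells expressing PTHR1 and a GloSensor cAMP reporter, 3,000/well, plated overnight, given luciferin plus IBMX (each 0.5 mM as added) for 1 h at 37 °C, then compound for 1 h at 37 °C. Luminescence was read after 15 min at room temperature.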
D3 antag = qHTS of D3 Dopamine Receptor Antagonist: qHTS; D3R cells, DiscoveRx beta-arrestin luminescence, antagonist mode; hits give low values; 360,000 compounds, 2.5% hits; D(3) dopamine receptor (Homo sapiens), P35462; AID 652054, 2013; max response, negative = inhibition, %; in the data active = max response below about -50%; inconclusive = no clear call, values can overlap the other calls; note: % is set by controls: 0 for no effect and ±100 for the full control effect; mostly tested at two doses, the higher about 12 µM
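Cells expressing the human receptor were seeded at 1500 cells/well, incubated overnight at 37 degrees C in 5% CO2, then exposed to library compounds with dopamine controls for 90 minutes at 37 degrees C before luminescent detection.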
GLP1R inv ag = qHTS of GLP-1 Receptor Inverse Agonists (Inhibition Mode); Potency, µM (titrated, usually from 38.3 µM), for inactives: at the highest dose activity change, negative = inhibition, usual class: inhibitors; 410,000 compounds, 1.6% hits; HEK293 GLP-1R CRE-luciferase, luminescence, 24 h; GLP-1R form is constitutively active; note: potency is the fitted concentration of half-maximal effect; % is set by controls: 0 for no effect and ±100 for the full control effect; nearly all actives have a fitted effect of over 55% in size
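Stable HEK293 clone (constitutively active GLP-1R + cAMP-response luciferase); 200 cells/uL plated, 12 h pre-culture, compound 24 hr, 37 deg C/5% CO2; detection reagent 12 min RT; luminescence.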
Numbers without * were called inactive; i = inactive; ? = inconclusive; . = no result given; [ ] = another dose, or the depositor's remark. Unless noted, calls come from the whole dose curve; as a rule, active = well fitted curve in the direction sought with a large enough effect; inconclusive = small, poorly fitted or top-dose-only effect, or another doubt; inactive = no such curve, though single readings can be large; an effect the other way counts as inactive or inconclusive.

1	CC1CN(C(=O)N2c3ccccc3Sc3ccccc32)CC(C)O1 (stereo unspecified)
2	COc1ccc(-c2ccc(-c3noc(-c4cccs4)n3)c(OC)n2)cc1
3	COc1cc(/C=N/NC(N)=S)cc(Br)c1OCc1ccccc1F
4	CN=C1N(C)C[C@@H]2[C@@H]3C(=O)N(C)C(=O)[C@@H]3[C@](Cc3ccccc3)(C(=O)OC)N12
5	COc1ccccc1P(=O)(c1ccccc1)c1ccccc1NC(C)=O (stereo unspecified)
6	CC1CN(c2ccc(C(F)(F)F)cc2[N+](=O)[O-])CCN1S(C)(=O)=O (stereo unspecified)
7	CC1CN(C(=O)CSc2ncnc3sccc23)CC(C)O1 (stereo unspecified)
8	Cc1cccc(NC(=O)COC(=O)CCc2ccccc2)c1C

Screen / compound no.	1	2	3	4	5	6	7	8
HEK293 tox	18%	6%	5.6µM*	8%	12%	6%	16%	-7%
GLP-1R agonist	24%	-4%	0%	1%	-6%	-1%	11%	1%
D3 ag	1	8	-7	12	5	7	2	-12
KB-V1 cytotox	-30%	9%	18µM*	0%	0%	-11%	-8%	?
TDP-43 yeast inh	15%	7%	?	5%	-1%	?	0%	12%
aSyn yeast inh	-1%	-1%	6%	1%	-7%	1%	6%	-1%
PTHR1 ag	-16%	i	i	-23%	i	-9%	i	i
D3 antag	-3	52	-51*	19	-1	?	6	-8
GLP1R inv ag	?	24%	-7%	6%	19%	0%	74%[activator]	4%

9	Cc1cc(C)n(CCNC(=O)CC2C(=O)NCCN2Cc2ccc(C)o2)n1 (stereo unspecified)
10	CC(=O)Nc1ccc(-c2nc(C)c(C(C)=O)n2O)cc1
11	O=S(=O)(c1ccc(F)c(F)c1)N1CCN(S(=O)(=O)c2cccs2)CC1
12	COCCN(C(=O)COC(=O)/C=C/c1ccc(C(F)(F)F)cc1)c1c(N)n(Cc2ccccc2)c(=O)[nH]c1=O
13	CNc1nc(N/N=C/c2cc([N+](=O)[O-])ccc2F)nc(Nc2ccccc2)n1
14	Cc1ccc(-n2ncc(C(=O)N3CCN(C(=O)c4ccco4)CC3)c2-n2cccc2)cc1
15	O=C(Cn1cc(SCc2cccc(Cl)c2)c2ccccc21)N1CCCCCC1
16	O=C(N/N=C/c1c[nH]c2ccccc12)c1cc(-c2ccccc2)n[nH]1

Screen / compound no.	9	10	11	12	13	14	15	16
HEK293 tox	6%	-5%	11%	-1%	?	-15%	3%	?
GLP-1R agonist	9%	-3%	-4%	-4%	-8%	0%	.	15%
D3 ag	6	-4	1	-6	-17	5	-15	-6
KB-V1 cytotox	-2%	0%	5%	-15%	?	-3%	.	2%
TDP-43 yeast inh	-8%	-6%	1%	4%	28%	25%	-1%	4%
aSyn yeast inh	0%	-12%	6%	1%	0%	5%	.	2%
PTHR1 ag	i	-23%[57.5 µM]	i	-13%	-38%[inhibitor]	-51%[inhibitor]	-73%	-1%
D3 antag	-2	-12	11	18	-10	39	.	10
GLP1R inv ag	23%	-14%	23%	?	-16%	-24%	?	?

Molecules above that have an aryl methoxy group (3):
2	COc1ccc(-c2ccc(-c3noc(-c4cccs4)n3)c(OC)n2)cc1
3	COc1cc(/C=N/NC(N)=S)cc(Br)c1OCc1ccccc1F
5	COc1ccccc1P(=O)(c1ccccc1)c1ccccc1NC(C)=O (stereo unspecified)

Screen / compound no.	2	3	5
HEK293 tox	6%	5.6µM*	12%
GLP-1R agonist	-4%	0%	-6%
D3 ag	8	-7	5
KB-V1 cytotox	9%	18µM*	0%
TDP-43 yeast inh	7%	?	-1%
aSyn yeast inh	-1%	6%	-7%
PTHR1 ag	i	i	i
D3 antag	52	-51*	-1
GLP1R inv ag	24%	-7%	19%

Next part:
17	COc1ccc(S(=O)(=O)N(C(=O)c2ccco2)c2cc3sc(=O)oc3c3ccccc23)cc1
18	Cc1cccc(-n2c(=O)c3c(c4cc(C)ccc4n3C)n(CC(=O)NCCC3=CCCCC3)c2=O)c1
19	Cc1cc(C)cc(NC(=O)C(CC(C)C)NC(=O)C2CCCCC2)c1 (stereo unspecified)
20	C=CCn1c(COc2ccc(CC)cc2)nnc1SCC(=O)NC1CCS(=O)(=O)C1 (stereo unspecified)
21	COc1ccc(S(=O)(=O)n2nc(-c3cc(OC)c(OC)c(OC)c3)cc2N)cc1OC
22	CCOC(=O)CSc1nnc(-c2ccccc2NC(=O)c2ccccc2)o1
23	COc1ccc(CC(=O)N(Cc2ccccc2)c2ccc(C)cc2)cc1OC
24	CC(=O)C1(C)C(=O)N(c2ccc(C)cc2)C(=O)N1c1ccc(C)cc1 (stereo unspecified)

Screen / compound no.	17	18	19	20	21	22	23	24
HEK293 tox	-19%	-11%	7%	-12%	0%	-13%	-4%	-6%
GLP-1R agonist	-30%[inhibitor]	0%	.	-7%	7%	-1%	9%	-1%
D3 ag	-3	6	3	2	0	15	6	6
KB-V1 cytotox	0%	6%	3%	-6%	-5%	2%	?	?
TDP-43 yeast inh	6%	4%	29%	3%	?	-19%	-2%	?
aSyn yeast inh	14%	.	.	1%	-5%	0%	11%	9%
PTHR1 ag	5%	-21%	-27%	-46%[inhibitor][57.5 µM]	-10%	i	-2%	-6%
D3 antag	-18	.	.	3	24	13	0	-9
GLP1R inv ag	50%[activator]	-18%	1%	2%	93%[activator]	0%	?	-12%

25	Cc1nn(CC(O)c2ccccc2)c(C)c1Br (stereo unspecified)
26	O=C(NNC(=S)Nc1ccc(F)cc1)[C@H]1C[C@@H]1c1ccccc1
27	O=C(NCC(c1ccco1)N1CCCCC1)c1ccc(S(=O)(=O)Nc2ccccc2)cc1 (stereo unspecified)
28	CN1C(=O)/C(=C/c2ccc(OCc3ccccc3F)cc2)NC1=S
29	COc1ccc(C2=CC(=O)C[C@H](c3ccc(F)cc3)C2)cc1OC
30	O=C(Nc1ccccc1)Nc1nnc([C@@H]2C[C@H](O)[C@@H](CO)O2)s1
31	CCOC(=O)c1c(C)nc2sc3c(=O)n(-c4ccc(C)cc4)cnc3c2c1-c1ccc(OC)cc1
32	CCN1C(=O)[C@@H]2Cc3c([nH]c4ccccc34)C(c3ccc(OC)cc3)N2C1=S (stereo partly specified)

Screen / compound no.	25	26	27	28	29	30	31	32
HEK293 tox	8%	-13%	-8%	-12%	-19%	6%	-3%	140%[activator]
GLP-1R agonist	3%	1%	17%	-4%	27%	-6%	1%	0%
D3 ag	2	-4	-5	1	4	-12	3	-6
KB-V1 cytotox	11%	-2%	-3%	0%	-6%	-4%	1%	?
TDP-43 yeast inh	?	11%	-16%	17%	22µM*	-1%	8%	-2%
aSyn yeast inh	.	6%	1%	-3%	0%	-6%	-6%	-9%
PTHR1 ag	i	i	-21%	i	i	-2%	i	i
D3 antag	32	-13	5	8	-18	-68*	11	-23
GLP1R inv ag	-10%	12%	?	-1%	12%	-13%	13%	?

33	Cc1nnc(NC(=O)c2nc(SCc3ccccc3F)ncc2Cl)s1
34	NC(=O)CSc1nnnn1CC(CC(=O)O)c1ccccc1 (stereo unspecified)
35	O=C(NNC(=O)c1cnccn1)c1ccc(Cl)c(Cl)c1
36	C[C@@H]1CCC2[C@](C)(CO)[C@@H](O)CC[C@]2(C)[C@@]12CC[C@@](CO)(CC(=O)O)O2 (stereo partly specified)
37	NC(=O)CN1C(=O)NC2(CCCc3sccc32)C1=O (stereo unspecified)
38	Cc1ccc(N(C)S(=O)(=O)c2ccc(C)cc2)cc1
39	Cc1cccc2nc(COc3ccc4ccccc4c3Br)cn12
40	O=[N+]([O-])c1ccc(N2CCN(S(=O)(=O)c3ccc4ccccc4c3)CC2)cc1NCc1ccco1
41	CCc1ccccc1NC(=O)CSc1nc2n[nH]c(C)c2c(=N)n1-c1ccc(OC)cc1

Screen / compound no.	33	34	35	36	37	38	39	40	41
HEK293 tox	1%	4%	-13%	1%	-3%	-2%	?	-26%	-2%
GLP-1R agonist	.	7%	1%	-1%	1%	2%	?	-29%	1%
D3 ag	3	4	3	-5	3	2	-8	-1	6
KB-V1 cytotox	-19%	8%	-21%	-5%	6%	-28%	?	11%	-2%
TDP-43 yeast inh	16µM*	1%	?	-5%	12%	21%	-2%	19%	12%
aSyn yeast inh	.	1%	?	-1%	4%	5%	-4%	0%	0%
PTHR1 ag	i	?	-7%	i	i	-33%[inhibitor][57.5 µM]	-20%	i	i
D3 antag	.	-12	-19	-11	6	-7	-6	2	21
GLP1R inv ag	20%	2%	?	8%	7%	-26%	?	36%[activator]	12%

The list is partial; rates above refer to the full screens.
